PAFAH2 FP inh: inhibitors of human PAFAH2. Q99487. recombinant PAFAH2, FP-rhodamine activity probe, fluorescence polarization. inhibition, % at 3.39 µM. 0.99% of 340,000 active;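 active = inhibition above the mean over all tested compounds plus 3 SD, cut at about 30% in these data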;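 also: inhibitors block probe labeling of enzyme so polarization drops; 0% = enzyme with DMSO and 100% = wells lacking PAFAH2 protein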
PAD4 FP inh: PAD4 (human) enzyme inhibition. Q9UM07. recombinant PAD4, RCA probe fluorescence polarization. inhibition, % at 6.36 µM. 0.41% of 330,000 active;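 active = percent inhibition above a cutoff equal to the mean of all tested compounds plus 3 SD, cut at about 15% in these data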;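 also: 0% = PAD4 with RCA probe and DMSO and 100% = probe without PAD4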
PME-1 inh: PME-1 (human) inhibition; Q9Y570; recombinant PME-1, FP-Rh probe fluorescence polarization; inhibition, % at 5.9 µM; 0.53% of 320,000 active; AID 2130;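 active = inhibition above the campaign mean of all compounds plus 3 SD, cut at about 26% in these data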;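 also: competitive labeling of PME-1 active site by serine hydrolase directed probe; 0% = PME-1 with DMSO and 100% = wells lacking PME-1 enzyme; inhibitors block probe labeling so polarization falls and inhibition rises; many of its hits are not listed in these tables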
pPAFAH FP inh: pPAFAH (human) enzyme inhibition; Q13093; recombinant pPAFAH, FP-rhodamine probe fluorescence polarization; inhibition, % at 3.39 µM; 1.5% of 330,000 active;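 active = inhibition above the mean inhibition across the screen plus 3 SD, cut at about 25% in these data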;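 also: inhibitors block binding of the rhodamine activity-based probe so polarization drops; 0% = enzyme with DMSO and 100% = wells lacking pPAFAH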
Target sequence (Q13093 whole entry, looked up): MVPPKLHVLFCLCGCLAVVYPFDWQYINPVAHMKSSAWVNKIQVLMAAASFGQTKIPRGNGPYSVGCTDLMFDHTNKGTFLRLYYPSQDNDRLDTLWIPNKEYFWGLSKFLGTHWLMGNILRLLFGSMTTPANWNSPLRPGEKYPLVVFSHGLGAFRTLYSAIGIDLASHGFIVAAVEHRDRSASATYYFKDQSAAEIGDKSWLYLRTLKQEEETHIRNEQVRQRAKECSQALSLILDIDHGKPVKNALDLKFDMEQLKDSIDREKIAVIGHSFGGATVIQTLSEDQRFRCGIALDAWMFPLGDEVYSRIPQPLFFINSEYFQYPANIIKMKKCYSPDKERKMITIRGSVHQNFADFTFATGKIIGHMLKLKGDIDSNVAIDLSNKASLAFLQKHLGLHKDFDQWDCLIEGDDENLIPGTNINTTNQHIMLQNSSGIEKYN
PAFAH1B2 inh: inhibitors of human PAFAH1B2; P68402; recombinant PAFAH1B2, FP-rhodamine activity probe, fluorescence polarization; inhibition, % at 3.39 µM; 1.2% of 340,000 active; AID 492953;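 active = inhibition above the mean of all tested compounds plus 3 SD, cut at about 24% in these data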;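 also: 0% = enzyme with DMSO and 100% = wells lacking PAFAH1B2; many of its hits are not listed in these tables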
Target sequence (P68402 whole entry, looked up): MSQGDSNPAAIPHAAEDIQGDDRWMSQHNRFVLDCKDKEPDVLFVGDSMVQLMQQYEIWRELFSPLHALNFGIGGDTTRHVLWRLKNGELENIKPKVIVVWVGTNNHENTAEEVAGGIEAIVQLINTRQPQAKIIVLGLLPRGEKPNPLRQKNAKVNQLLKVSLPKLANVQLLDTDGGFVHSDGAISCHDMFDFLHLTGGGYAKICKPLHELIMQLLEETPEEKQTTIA
GSTO1 counter: counter-screen for RBBP9 inhibitors: inhibitors of human GSTO1 | recombinant GSTO1, activity-based probe fluorescence polarization | inhibition, % at 5.96 µM | 1.1% of 300,000 active | AID 1974;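 active = inhibition above the campaign mean inhibition plus 3 SD, cut at about 35% in these data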;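 also: 0% = GSTO1-1 with DMSO and 100% = wells lacking GSTO1-1 enzyme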
Target sequence (P78417 whole entry, looked up): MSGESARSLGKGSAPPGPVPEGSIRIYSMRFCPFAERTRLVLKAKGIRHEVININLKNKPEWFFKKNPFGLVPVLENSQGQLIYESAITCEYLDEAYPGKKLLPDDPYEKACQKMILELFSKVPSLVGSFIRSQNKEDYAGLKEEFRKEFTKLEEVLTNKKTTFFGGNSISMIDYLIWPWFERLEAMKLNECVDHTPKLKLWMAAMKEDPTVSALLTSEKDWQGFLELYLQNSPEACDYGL
PAFAH1B3 FP inh: blocks human PAF acetylhydrolase 1B catalytic subunit 3; recombinant PAFAH1B3, FP-rhodamine probe, fluorescence polarization; inhibition, % at 3.39 µM; 0.28% of 340,000 active; AID 492972;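 active = inhibition above the screen-wide average of all tested compounds plus 3 SD, cut at about 25% in these data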;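 also: 0% = enzyme with DMSO only and 100% = wells lacking PAFAH1B3 protein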
LYPLA1 inh: blocks human lysophospholipase 1, a PME1 counter-screen; 0.16% of 320,000 active; O75608; inhibition, % at 5.9 µM; recombinant LYPLA1, FP-Rh probe fluorescence polarization; AID 2174;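 active = inhibition above the mean of all tested compounds plus 3 SD, set per campaign, cut at about 14% in these data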;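 also: inhibitors block serine hydrolase probe labeling of LYPLA1 so polarization falls; 0% = enzyme with DMSO and 100% = wells lacking LYPLA1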
LYPLA2 counter: counter-screen for PME1 inhibitors: inhibitors of human LYPLA2. O95372. recombinant LYPLA2, FP-Rh probe fluorescence polarization. inhibition, % at 5.9 µM. 0.38% of 320,000 active;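 active = inhibition above the screen-wide mean plus 3 SD, limit set per campaign, cut at about 26% in these data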;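 also: 0% = LYPLA2 with DMSO and 100% = wells lacking LYPLA2 enzyme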
Active calls of the source: *; . = no result given. The list is partial; count on the stated rates, not on these rows.

SMILES	PAFAH2 FP inh	PAD4 FP inh	PME-1 inh	pPAFAH FP inh	PAFAH1B2 inh	GSTO1 counter	PAFAH1B3 FP inh	LYPLA1 inh	LYPLA2 counter
O=C(CSc1ccc(-c2ccccc2)nn1)N1CCOCC1	0	-3	1	4	4	-2	24	5	9
Cc1ccc(NC(=O)CCc2ccc(C)o2)c(Br)c1	-7	1	-3	6	4	2	1	-3	-2
O=C(NC1Cc2ccccc2C1)c1cc(COc2ccc(F)cc2Cl)on1	-6	2	-4	0	-1	2	0	-1	7
CCCOC(=O)Nc1nc(-c2ccc(C)cc2)c(C)s1	4	-2	0	-3	-3	5	4	-2	-1
O=C(CCNS(=O)(=O)c1ccc(Cl)cc1)Nc1ccncc1	2	-4	6	-6	8	3	6	0	0
CCC(=O)NN1CCN(c2ccncc2S(=O)(=O)N2CCCCC2)CC1	-1	4	3	3	4	4	3	3	5
CSc1ccc(Cn2nnc(C(=O)NCc3ccccc3)c2N)cc1	0	1	-3	2	5	-1	-1	0	-4
COc1ccc(CCNC(=O)c2cccc(S(=O)(=O)N3CCCCCC3)c2)cc1	-2	-5	9	-2	9	.	1	0	8
O=C(COC(=O)CN1C(=O)C2CCCCC2C1=O)Nc1ccc(F)c(F)c1F (stereo not given)	12	3	.	3	7	.	4	.	.
COc1ccc(OC)c(/C(C)=N\NC(=O)c2cc3cc(Cl)ccc3n2C)c1	2	-4	-1	-1	5	-3	8	0	-3
COc1ccccc1CNC(=O)c1cccc(N(C)C)c1	0	-1	-2	5	-1	15	3	1	8
O=C([C@H](Cc1ccc(O)cc1)n1cc(CCO)nn1)N1CCNCC1	-2	2	1	2	4	5	-1	1	3
COc1ccccc1N1C(=NC(=O)C2CCCCC2)SC2CS(=O)(=O)CC21 (stereo not given)	8	-6	7	-1	3	-4	5	-4	0
CC(C)(C)c1ccc(S(=O)(=O)N2CCN(CC(=O)NC(=O)NC3CCCCC3)CC2)cc1	1	-3	-3	-4	-8	-2	2	-2	-3
CC(C)N(CCc1ccncc1)C(=S)Nc1ccc(F)c(Cl)c1	2	-2	-4	-5	1	2	6	1	2
CC1CCN(S(=O)(=O)c2ccc3c(c2)oc(=O)n3CC(=O)N2CCc3ccccc3C2)CC1	-5	6	4	3	8	6	5	0	3
CC1CCC2C(=O)N(c3ccc(Cc4ccncc4)cc3)C(=O)C2C1 (stereo not given)	6	-4	-6	1	4	12	9	-1	-5
CCCn1c(O)c(/C=C2\C=NN=C2c2ccccc2)sc1=S	-1	-7	-3	8	4	-1	6	-4	-2
COc1ccc(C)c2sc(N(CCN(C)C)C(=O)c3ccc4ccccc4c3)nc12	-4	5	6	1	-1	5	-2	4	11
N#Cc1cnn2c1nc(N1CCOCC1)c1ccccc12	1	-3	2	2	1	2	1	2	3
Cc1ccccc1NC(=O)c1ccc(CSc2ncccn2)cc1	-1	-4	2	6	2	-1	7	-3	4
Cc1ccc(NC(=O)c2cccc(S(=O)(=O)N(C)C3CCCCC3)c2)nc1	1	-2	2	-4	7	3	3	5	1
Cc1ccc(NC(=O)CSc2nc3ccccc3c3nc(CCn4cncc4C)nn23)c(C)c1	8	-6	-3	-8	1	2	3	-8	-4
COc1ccccc1CC(=O)N(Cc1ccccc1)c1cccc(C)c1	-8	-2	9	3	8	2	-3	2	10
COc1cc(NC(=O)CC(C)S(=O)(=O)c2cc3c(cc2C)NC(=O)CO3)cc(OC)c1OC (stereo not given)	1	-5	0	4	4	0	2	-2	-2
O=C(O)c1cc(N2C(=O)C3CC=CCC3C2=O)ccc1NCc1cccnc1 (stereo not given)	0	-2	-3	8	3	8	6	0	1
CC(C)c1ccc(NC(=O)Cn2ncn3c(cc4ccccc43)c2=O)cc1	-1	5	-10	-19	2	5	-4	-2	-2
COC(=O)c1cc(OC)c(OC)cc1NC(=O)c1cc(C(C)(C)C)oc1C	6	-1	4	2	1	1	3	1	5
Cc1ccc(C2CC2C(=O)NNC(=S)Nc2cccc(C)c2)cc1 (stereo not given)	7	-3	8	4	8	-2	10	1	9
CCC(Sc1ncccc1C(=O)O)C(=O)N1CCOCC1 (stereo not given)	-7	5	-1	-7	1	4	4	0	1
OC(COC(c1ccc(F)cc1)c1ccc(F)cc1)CN1CCCC(C(F)(F)F)C1 (stereo not given)	-9	-3	-3	4	0	4	-1	-6	-2
O=C(N1CCCCC1)C1(c2ccccc2)CCCCC1	-3	-4	7	1	30*	-1	3	1	0
Cc1nc2ccccc2n1C1CCN(CC(=O)NCc2ccc(F)cc2)CC1	-1	3	3	3	-3	7	0	0	2
Cc1cccc(C(C)C)c1NC(=O)c1ccc(OCC2CCCO2)cc1 (stereo not given)	2	2	.	0	5	.	0	.	.
CCn1c(-c2ccc3ncccc3c2)n[nH]c1=S	-1	1	-7	-10	2	9	6	3	-3
COc1ccc(OC)c(S(=O)(=O)N2CCC(C(=O)NC3CCCCC3)CC2)c1	0	-2	1	-2	-4	1	4	-1	-7
Cc1ccccc1N(C(=O)c1csnn1)C(C(=O)NC(C)(C)C)c1ccncc1 (stereo not given)	2	-1	6	0	9	0	18	-3	0
CN(C1CCCCC1)S(=O)(=O)c1ccc(S(=O)(=O)N2CCN(C(=O)c3ccccc3F)CC2)cc1	-5	-3	-1	6	5	4	4	3	11
CC(=O)c1csc(Nc2ccccc2Cl)n1	14	0	2	-2	3	1	2	-4	-3
COc1ccc(-c2sc(Nc3ccccc3)n[n+]2-c2ccc(F)cc2)c(C)c1C	-3	-4	2	2	2	2	11	-7	-11
CCOc1ccccc1OCC(=O)Nc1cc(S(=O)(=O)N2CCCCC2)ccc1N1CCN(CC)CC1	6	7	6	6	3	-5	11	2	0
O=S(=O)(c1ccc(F)cc1)N1CCN=C1SCc1cccnc1	6	-2	7	-2	8	12	2	3	2
Cn1cccc1CC(=O)NNC(=S)Nc1ccc(Cl)cc1	5	-6	-4	23	17	-4	1	-4	3
Cc1ccc(C)c(NCC(O)c2ccccc2)c1 (stereo not given)	8	-2	1	5	6	0	10	2	1
O=C(N/N=C\c1ccccc1)c1ccccc1-n1cccc1	-3	-1	3	-1	-1	2	-1	3	6
CCN(CC(=O)Nc1ccc(C)c(F)c1)CC(=O)NC(C)(C)C	-3	-2	4	3	-3	2	4	-2	0
CCc1ncc(CN2CCCC(C(=O)Nc3cccc(-c4cccc(C)c4)c3)C2)cn1 (stereo not given)	-1	-4	0	1	-3	3	-2	-7	2
COc1ccc(CCc2nnc(CCC(=O)N(C)Cc3ccnc4ccccc34)o2)cc1	-4	-5	4	1	1	2	6	2	8
CC(C)OCC(O)CCc1n[nH]c(=S)n1-c1ccccc1 (stereo not given)	1	4	5	1	3	6	4	0	-5
C=CCN(C(=O)CSc1nc2c(sc3ccccc32)c(=O)n1CCN(CC)CC)c1ccccc1	-1	-1	2	0	-4	-1	8	-4	-9
O=c1cc(N2CCc3ccccc32)[nH]c(=O)n1-c1ccccc1	1	3	0	5	5	-8	8	-1	-8
COc1ccc(OC)c(/C=C2\SC(=S)N(Cc3cccnc3)C2=O)c1	-7	3	0	5	-2	-2	5	-4	-4
COc1ccc2[nH]c3c(=O)n(Cc4ccncc4)cnc3c2c1	2	0	-3	6	3	7	2	6	7
COc1ccc(C(=O)Nc2ccc(S(=O)(=O)Nc3onc(C)c3C)cc2)c(OC)c1	-5	4	-2	-2	1	-3	1	-2	-3
CCN(CC)S(=O)(=O)c1ccc(-c2cn3cc(Cl)ccc3n2)cc1	3	-4	4	2	2	-3	7	-3	-2
COc1cc(C2Nc3ccc4ccccc4c3C3=C2C(=O)CC(C)(C)C3)ccc1OC(C)C(=O)O (stereo not given)	0	-1	-2	3	2	-5	0	-1	5
CCCCCCC1C(C#N)=C(N)OC2=C1C(=O)CC(C)(C)C2 (stereo not given)	6	-1	1	-2	2	5	7	1	3
COc1cc(/C=N/NC(=O)c2cc(-c3ccccc3)nc3ccccc23)ccc1O	3	-5	1	7	1	-1	5	-16	-10
COc1ccc(/C=C(\C#N)C(=O)N2COCC2(C)C)cc1	3	-3	0	1	6	-6	-2	-2	3
Cc1ccc(CSCC(=O)N(C)CC(=O)Nc2ccc(Br)cc2C)cc1	3	-3	11	1	4	-6	6	-1	0

With a hit mark in PAFAH1B2 inh, of those listed so far:
Structure	PAFAH2 FP inh	PAD4 FP inh	PME-1 inh	pPAFAH FP inh	PAFAH1B2 inh	PAFAH1B3 FP inh
O=C(N1CCCCC1)C1(c2ccccc2)CCCCC1	-3	-4	7	1	30*	3

As a short view, some entries already given.
SMILES	PAFAH2 FP inh	PAD4 FP inh	PME-1 inh	pPAFAH FP inh	PAFAH1B2 inh	GSTO1 counter	PAFAH1B3 FP inh	LYPLA1 inh	LYPLA2 counter
COc1ccccc1N1C(=NC(=O)C2CCCCC2)SC2CS(=O)(=O)CC21 (stereo not given)	8	-6	7	-1	3	-4	5	-4	0
CC(C)(C)c1ccc(S(=O)(=O)N2CCN(CC(=O)NC(=O)NC3CCCCC3)CC2)cc1	1	-3	-3	-4	-8	-2	2	-2	-3

Continued.
SMILES	PAFAH2 FP inh	PAD4 FP inh	PME-1 inh	pPAFAH FP inh	PAFAH1B2 inh	GSTO1 counter	PAFAH1B3 FP inh	LYPLA1 inh	LYPLA2 counter
COc1ccc(Cl)cc1S(=O)(=O)NC(C)C(=O)NCCCn1ccnc1 (stereo not given)	8	-2	1	4	3	13	7	1	-1
CCOc1ccc(/C(O)=C/C(=O)C(=O)Nc2ccc(S(=O)(=O)NC(C)=O)cc2)cc1	6	-4	-1	3	0	-2	4	5	11
O=[N+]([O-])c1cccc(C(=S)N2CCN(c3ccc(F)cc3)CC2)c1	-8	2	7	5	-6	-2	0	-3	-1
Nc1c(NCc2ccccc2)c(=O)c1=O	.	0	8	-1	.	9	.	2	3
COCCN(C(=S)Nc1c(C)cc(C)cc1C)C(C)c1cccs1 (stereo not given)	31*	2	1	7	2	18	5	2	2
CCOC(=O)c1[nH]c2ccc(F)cc2c1NC(=O)CN1CCc2cc(OC)c(OC)cc2C1	.	-2	4	7	.	4	.	-4	-2
CCOC(=O)C1CCCN(C(=O)COC(=O)C2=COCCO2)C1 (stereo not given)	7	2	2	2	8	3	7	1	-6
O=C(Nc1ccccc1)OCC1CCCN2CCCCC12 (stereo not given)	-6	1	-2	2	3	-1	9	1	1
COc1ccc(C)cc1NC(=O)Nc1ccncc1	2	4	6	2	4	-2	5	2	-4
CC(CNC(=O)CCCn1ncn2c(cc3occc32)c1=O)c1ccccc1 (stereo not given)	3	-2	6	4	4	5	3	-2	9
COc1ccc(CCN2CC(C(=O)OCC(=O)NC(C)c3cccc(Cl)c3)CC2=O)cc1OC (stereo not given)	1	1	6	6	-1	.	-1	-2	1
COc1ccc(/C=C2\SC(=Nc3ccccc3OC)NC2=O)cc1	10	-4	-5	10	5	-10	4	-3	-1
CC(C)Cn1c(-c2nn(C)cc2Cl)n[nH]c1=S	0	1	-1	-4	6	8	1	-2	-9
COc1ccc(NS(=O)(=O)NC(=O)c2cn(C)c3ccccc23)cc1	4	-4	0	7	3	-2	1	-3	0
Cc1ccc(N2CC(C(=O)Nc3nccs3)CC2=O)cc1 (stereo not given)	7	0	12	-5	1	4	8	-2	-5
CC(=O)N1CCc2cc(S(=O)(=O)CCC(=O)NCCc3ccc(C)cc3)ccc21	-3	-2	-3	1	7	6	3	-5	-5
COc1cccc(C2=NN(C(C)=O)C(c3cccs3)C2)c1 (stereo not given)	4	-1	2	-1	6	0	0	12	3
COC(=O)CNC(=O)c1ccccc1[N+](=O)[O-]	-2	-5	-8	-8	-8	2	2	1	1
O=C(CSc1ccccc1)NCCCN1CCOCC1	-10	-1	1	7	1	2	2	2	9

Assay outcomes (PubChem)
